Screening data from PubChem.
DNA Pol III inh: inhibitors of bacterial DNA polymerase III holoenzyme; reconstituted DNA polymerase III holoenzyme replication, biochemical; Potency, µM (doses to about 57.1 µM), for inactives: at the top dose activity change, negative = inhibition; 71,000 compounds, 0.25% hits; AID 603; further: potency means the concentration at half of the fitted maximal effect; on the % scale 0 is the no-effect control and ±100 the full control effect
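Reconstituted *E. coli* holoenzyme (0.35 nM Pol III, 1 nM beta, 154 nM SSB, 2 nM primase) was preincubated with compound for 15 min at RT. Synthesis on 1.4 nM ssM13Gori ran 35 min, then was stopped with PicoGreen/EDTA and read as dsDNA fluorescence.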
Caspase-7 inhib: caspase-7 (human) inhibition, allosteric or competitive; recombinant caspase-7, Ac-DEVD-AFC fluorescence rate; Potency, µM (doses to about 57.5 µM), for the others: at the highest dose activity change, negative = inhibition, actives largely listed as inhibitors; AID 889; P55210; 75,000 compounds, 0.02% hits; active means well fitted inhibition curve with a large enough effect in the main read-out, with a control signal flat, not every such curve was filed as active; inconclusive means small, poorly fitted or top-dose-only effect, or a change in a side signal; further: potency means the concentration at half of the fitted maximal effect; % of control where 0% means no effect
USP2a inhib: USP2a (human) protease inhibition; O75604; USP2a enzymatic assay, qHTS inhibition; Potency, µM (titrated, usually from 38.3 µM), for inactives: at the top dose activity change, negative = inhibition, usual class: inhibitors; 60,000 compounds, 0.1% hits; AID 927;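 further: potency means the concentration at half of the fitted maximal effect; nearly all actives have a fitted effect of over 60% in size; plate controls were DMSO for no effect and NEM full inhibition control for full effect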
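20 nM USP2 core + cpd, 30 min RT; add 20 nM Ub-PLA2/20 uM NBD C6-HPC; read Ex460/Em535 at 0 h and 2.5 h. Normalized to NEM; qHTS curve fit/classification.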
BRCT inh green: BRCA1 BRCT-phosphoprotein interaction inhibition; BRCA1 BRCT-phosphopeptide binding, green fluorescence polarization; Potency, µM (series often up to 76.9 µM), without a hit: at the highest dose activity change, negative = inhibition, hits mostly inhibitors; 75,000 compounds, 0.05% hits; AID 875;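 further: potency means the concentration at half of the fitted maximal effect; plate controls were peptide without protein for full effect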
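Compounds were incubated for 12 min at room temperature with a complex of 100 nM fluorescein-tagged pBACH1 decapeptide and 250 nM His-tagged BRCT protein. Buffer was phosphate pH 7.3 with EDTA, DTT and Tween 20. Disruption of binding lowers the polarization signal.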
HADH2 inh: HADH2 (human) dehydrogenase inhibition; Potency, µM (series often up to 57.1 µM), without a hit: at the top dose activity change, negative = inhibition, most hits filed as inhibitors; Q99714; 73,000 compounds, 3.4% hits; AID 886; recombinant HADH2, NADH fluorescence, beta-hydroxybutyryl-CoA; further: potency means the concentration at half of the fitted maximal effect; on the % scale 0 is the no-effect control and ±100 the full control effect; nearly all actives have a fitted effect of over 60% in size; many of its hits are not listed in these tables
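His-tagged recombinant enzyme from E. coli, 20 nM, preincubated 15 min RT with compound; reaction started with 1 mM NAD+ and 90 uM beta-hydroxybutyryl-CoA in 100 mM Tris-HCl pH 9.0. NADH fluorescence (ex 360/em 450) read over 4 min; last-minus-first difference.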
Caspase-1 inhib: caspase-1 (human) inhibition, allosteric or competitive; P29466; Caspase-1 enzyme, Ac-WEHD-AFC fluorogenic rate; Potency, µM (titrated, usually from 57.5 µM), for inactives: at the highest dose activity change, negative = inhibition, hits mostly inhibitors; 75,000 compounds, 0.03% hits; AID 900;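 further: potency means the concentration at half of the fitted maximal effect; plate controls were vehicle for no effect and no substrate for full effect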
ALOX15 inhib: blocks human 15-lipoxygenase activity; P16050; purified 15hLO-1, xylenol orange hydroperoxide absorbance; Potency, µM (highest dose often 57.1 µM), for the others: at the highest dose activity change, negative = inhibition, hits mostly inhibitors; 74,000 compounds, 1.4% hits; further: potency means the concentration at half of the fitted maximal effect; on the % scale 0 is the no-effect control and ±100 the full control effect; nearly all actives have a fitted effect of over 55% in size
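40 nM 15hLO-1 + cpd, 15 min RT; start w/ 50 uM AA (final), 6 min RT; stop/detect w/ 200 uM XO + 300 uM Fe(II) in 50 mM H2SO4, 30 min; A573/A405. Buffer 25 mM Hepes pH 7.5, 0.01% Triton X-100. No-enzyme wells as negative control.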
Tau fil binding: binds recombinant human tau filaments. P10636. recombinant tau filaments, thioflavin S fluorescence, 15 h; filaments grown with octadecylsulfate alongside compound. Potency, µM (titrated, usually from 57.1 µM), for inactives: top-dose activity change, negative = inhibition. 71,000 compounds, 2% hits. AID 596;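 further: potency means the concentration at half of the fitted maximal effect; on the % scale 0 is the no-effect control and ±100 the full control effect; actives lower thioflavin S fluorescence by blocking filaments or displacing dye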
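Assay mix: 1 uM His-tagged tau, 30 uM sodium octadecylsulfate, thioflavine S dye in HEPES/NaCl/DTT buffer. Compound is added prior to the inducer. Fluorescence after 15 h at 37 C.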
BRCT inh red: BRCT-phosphoprotein interaction inhibition (red fluorophore); P38398; 75,000 compounds, 0.03% hits; Potency, µM (doses to about 76.9 µM), inactives show top-dose activity change, negative = inhibition, actives largely listed as inhibitors; BRCT-phosphopeptide binding, red fluorescence polarization; further: on the % scale 0 is the no-effect control and ±100 the full control effect
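Fluorescence polarization: 100 nM His-tagged BRCA1 BRCT with 100 nM TAMRA-labelled phospho-BACH1 decapeptide, phosphate buffer pH 7.3 with 150 mM NaCl, DTT, 0.01% Tween 20; 12 min RT. Binding inhibition seen as FP decrease.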
HEK293 cAMP ctrl: parental HEK293 cAMP activation (counter-screen); parental HEK293 CNG cAMP sensor, membrane potential fluorescence; AID 938; Potency, µM (titrated, usually from 57.1 µM), without a hit: top-dose activation, most hits filed as activators; 73,000 compounds, 2.5% hits; further: potency means the concentration at half of the fitted maximal effect; % of control where 0% means no effect; nearly all actives have a fitted effect of over 55% in size
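Counterscreen for endogenous-receptor signalling: CNG-channel HEK 293 cells report cAMP rise by membrane depolarization. After 60 min dye equilibration with 100 uM RO 20-1724, compounds incubated 30 min before bottom-read fluorescence at 590 nm.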
Rhodamine fluor: rhodamine region autofluorescence; 59,000 compounds, 0.05% hits; AID 594; Rhodamine-region fluorescence, 547/598 nm, Tris buffer; active compounds read high; max dye-equivalent concentration, M; in the data active means max dye-equivalent concentration above about 11 nM; inconclusive means between about 1.1 nM and that limit
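Steps: pin-transfer compounds into pH 8.0 Tris (100 mM), hold 15 min at room temperature, image with a 547/598 nm filter pair, and convert intensities to rhodamine-equivalent concentration using a six-point on-plate rhodamine series.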
* hit, by the source's call; i = inactive; ? = inconclusive; nt = no result given; [ ] = dose if it differs, or a comment. Unless noted, the call rests on the fitted dose curve; in most records, active means well fitted curve in the direction sought with a large enough effect; inconclusive means small, poorly fitted or top-dose-only effect, or another doubt; inactive means no such curve, though single readings can be large; an effect the other way counts as inactive or inconclusive.

No.	smiles	DNA Pol III inh	Caspase-7 inhib	USP2a inhib	BRCT inh green	HADH2 inh	Caspase-1 inhib	ALOX15 inhib	Tau fil binding	BRCT inh red	HEK293 cAMP ctrl	Rhodamine fluor
1	CCC(C)NC(=O)C(NS(=O)(=O)c1ccc2c(c1)c(=O)n(C)c(=O)n2C)c1ccccc1 (stereo not drawn)	-4.6%	-0.5%	nt	-3.0%	9.4%	2.9%	-2.4%	1.5%	-0.1%	23.1%	nt
2	Cc1ccc(Cn2ccc(NC(=O)c3noc4c3CCCCC4)n2)cc1	1.7%	-1.8%	3.1%	0.4%	17.1%	-0.9%	-13.1%	5.5%	-0.7%	?	i
3	CCCCC(=O)NC1(C(F)(F)F)C(=O)N(Cc2ccco2)C(C)=C1C(=O)OC (stereo not drawn)	-8.7%	-2.1%	9.6%	0.4%	-1.9%	-2.1%	5.3%	8.4%	1.5%	3.0%	i
4	CCC(OC(=O)CCc1nc2ccccc2[nH]c1=O)C(=O)c1ccccc1 (stereo not drawn)	5.1%	1.2%	nt	-4.6%	10.0%	-2.6%	9.7%	1.3%	-2.5%	27.1%	i
5	CC1(C)CC(=O)C2=C(C1)Oc1ncn(CCO)c(=N)c1C2c1ccccc1 (stereo not drawn)	0.8%	-0.6%	-1.3%	1.3%	0.5%	0.0%	7.9%	14.0%	1.6%	?	i
6	CCCCNC(=O)c1ccccc1NS(=O)(=O)c1ccc2c(c1)OCCO2	2.9%	0.3%	0.1%	-0.2%	?	0.3%	-0.9%	3.3%	-0.4%	25.9%	i
7	COc1ccc(N2CCN(S(=O)(=O)c3ccc(OC)cc3)CC2)cc1	-0.9%[11.4 µM]	0.3%	1.3%[7.66 µM]	-2.3%	10.4%[11.4 µM]	-1.8%	-18.1%[11.4 µM]	?	-0.5%	0.3%[11.4 µM]	nt
8	Cc1ccsc1C(C(=O)NC1CCCCC1)N(C(=O)c1csnn1)C1CC1 (stereo not drawn)	-3.3%	-0.8%	38.4%[activator]	-2.1%	6.2%	-1.3%	-0.8%	-3.2%	-1.7%	14.2%	i
9	O=C(c1csnn1)N1CCC2(CCCN(Cc3cc(C(F)(F)F)cc(C(F)(F)F)c3)C2)CC1	7.8%	-0.1%	14.2%	-3.2%	-5.6%	-5.5%	9.8%	10.1%	-0.9%	7.1%	i
10	CCOC(=O)c1ccc(N2C(=O)C(O)=C(C(C)=O)C2c2ccccn2)cc1 (stereo not drawn)	?	-0.5%	6.6%	2.4%	-21.5%	0.3%	-16.1%	10.1%	-2.1%	8.6%	i
11	CC(=O)/C(=N\N=C(N)N)c1ccccc1	-15.3%[11.4 µM]	0.5%[11.5 µM]	nt	-0.9%[15.4 µM]	5.0%[11.4 µM]	-1.5%[11.5 µM]	15.8%[11.4 µM]	8.4%[11.4 µM]	-1.0%[15.4 µM]	2.5%[11.4 µM]	i
12	Cc1ccc(SCCCCN2C(=O)NC(C)(C)C2=O)cc1	8.8%	-0.1%	2.5%	-0.7%	8.3%	0.0%	-1.2%	-9.0%	0.5%	4.5%	i
13	CCn1nc(C)c(NC(=O)CSc2nnc(-c3ccco3)n2C)c1C	8.0%	-1.4%	1.0%	1.5%	1.0%	-1.6%	1.0%	9.6%	0.6%	13.9%	i
14	CCCCn1c(SCc2nnc(-c3ccccc3)o2)nc2c1c(=O)n(C)c(=O)n2C	-5.2%	-1.1%	9.5%	-2.4%	7.5%	0.4%	20.1%	-2.6%	-1.4%	25.1µM*	i
15	CC1CCC(C(=O)O)([C@H](Br)C(=O)O)CC1 (stereo partly drawn)	-3.5%[11.4 µM]	1.7%[11.5 µM]	nt	-1.0%[15.4 µM]	1.2%[11.4 µM]	-2.4%[11.5 µM]	-3.6%[11.4 µM]	11.1%[11.4 µM]	-0.9%[15.4 µM]	7.3%[11.4 µM]	i
16	COc1cccc(NC(=O)Cc2nnc(SCC(=O)c3ccccc3)n2C)c1	-5.3%	-0.6%	17.6%	-2.2%	-29.8%	-1.6%	-14.7%	1.8%	-2.8%	7.7%	i
17	CCOC(=O)c1ccc(NC(=O)c2nn(C)cc2Br)cc1	-2.6%	-0.6%	nt	-1.7%	20.9%	3.0%	-4.0%	45.8%	0.0%	2.4%	nt
18	COc1cccc(OCc2nnc(SCC(=O)NCc3ccco3)n2CCc2ccccc2)c1	-7.3%	-16.4%	34.5%[activator]	-1.0%	?	-2.7%	-7.2%	88.5%	-0.3%	?	i
19	Cc1ccccc1-c1cncnc1NCc1cccs1	-8.4%	0.1%	9.1%	-1.6%	-4.5%	3.9%	-5.0%	1.0%	0.5%	15.8µM*	i
20	Cc1ccc2nc(NC(=O)C3CCCN(S(=O)(=O)c4cnc[nH]4)C3)sc2c1 (stereo not drawn)	-2.5%	-4.4%	nt	-2.7%	-3.1%	-0.7%	-15.0%	-0.7%	-0.6%	-10.6%	nt
21	CC1CCC2C(=O)N3C(CCC(C)[C@@H]3c3cccc(N4CCOCC4)c3)C(=O)N2C1c1cccc(Br)c1 (stereo partly drawn)	nt	-1.0%[11.5 µM]	nt	0.2%[15.4 µM]	10.4%[11.4 µM]	0.6%[11.5 µM]	-6.5%[11.4 µM]	nt	0.4%[15.4 µM]	-0.4%[11.4 µM]	nt
22	CCN(CC)CCCNC(=O)c1nn(-c2ccccc2OC)c(=O)c2ccccc12	-1.5%	0.8%	-4.2%	-0.4%	5.3%	1.5%	5.8%	6.9%	0.1%	5.0%	i
23	COC(=O)c1ccccc1NC(=O)CN1CCC(NC(=O)c2ccc(C)cc2)CC1	-3.3%	-0.8%	28.8%	-1.4%	4.1%	-1.6%	-4.8%	-6.9%	1.6%	?	i
24	CC(C)(C)c1ccc2c(c1)OCC(C(=O)O)O2 (stereo not drawn)	-11.3%	-0.3%	-2.9%	-3.0%	-9.1%	1.0%	4.9%	1.5%	-1.8%	-8.1%	i
25	CN(Cc1cnn(C)c1)C(=O)c1cc2ccccc2oc1=O	-1.7%	1.8%	-4.6%	-1.1%	3.8%	4.0%	-2.9%	2.4%	-2.0%	1.8%	i
26	CCn1c(SC)nnc1-c1sc2cc(Cl)ccc2c1Cl	-8.5%	0.3%	-0.7%	4.5%	-3.2%	-3.7%	-17.1%	20.8%	-0.7%	?	i
27	Cc1cc(N2CCOCC2)nc2ccc(NC(=O)CCC(=O)N3CCCC(C)C3)cc12 (stereo not drawn)	-7.7%	-3.7%	22.8%	-0.2%	25.1µM*	-5.0%	1.8%	-4.6%	0.6%	3.4%	i
28	CCOc1ccc(N=C2NC(=O)C(CC(=O)O)S2)cc1 (stereo not drawn)	nt	1.2%	nt	0.6%	-5.1%	-7.4%	6.6%	nt	-2.5%	-5.5%	nt
29	Cc1sc2nc(-c3ccco3)oc(=O)c2c1C	-0.4%	-8.6%	3.8%	1.2%	-21.4%	-7.0%	-21.2%	-0.3%	-1.3%	-0.1%	i
30	CC(=O)Nc1ccc(S(=O)(=O)n2nc(C)cc2C)cc1	-0.7%	2.3%	9.1%	0.9%	5.1%	0.5%	-4.2%	-14.8%	1.1%	-1.5%	i
31	O=C(NCc1ccco1)c1cc(-c2ccc3c(c2)OCO3)on1	-2.7%	0.3%	1.4%	-0.6%	110.9%[activator]	-0.8%	-4.0%	42.3%	1.5%	4.3%	i
32	CC(C)CN(C(=O)COC(=O)Cc1c[nH]c2ccccc12)C1CCS(=O)(=O)C1 (stereo not drawn)	-3.5%	8.5%	5.8%	-2.1%	11.0%	0.8%	-2.2%	-6.1%	1.1%	-10.5%	i

Structures shown so far containing fluorine, in the order listed:
No.	smiles	DNA Pol III inh	Caspase-7 inhib	USP2a inhib	BRCT inh green	HADH2 inh	Caspase-1 inhib	ALOX15 inhib	Tau fil binding	BRCT inh red	HEK293 cAMP ctrl	Rhodamine fluor
3	CCCCC(=O)NC1(C(F)(F)F)C(=O)N(Cc2ccco2)C(C)=C1C(=O)OC (stereo not drawn)	-8.7%	-2.1%	9.6%	0.4%	-1.9%	-2.1%	5.3%	8.4%	1.5%	3.0%	i
9	O=C(c1csnn1)N1CCC2(CCCN(Cc3cc(C(F)(F)F)cc(C(F)(F)F)c3)C2)CC1	7.8%	-0.1%	14.2%	-3.2%	-5.6%	-5.5%	9.8%	10.1%	-0.9%	7.1%	i

Not all compounds are listed; the hit share may differ from the screen's.
